Bioassay records: PubChem BioAssay, several laboratories
Dyrk1A ADPGlo: Dyrk1A (rat) kinase inhibition. 0.43% of 310,000 active. ADP-Glo luminescence, NFATc1 peptide. inhibition, % at 12.5 µM. Q63470; in the data active means inhibition above about 50%;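 further: plate controls were vehicle with enzyme for no effect and no enzyme for full effect; many of its hits are not listed in these tables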
RGS4 block: human RGS4 inhibition. P49798. HEK293 M3R/RGS4 inducible, Fluo-4 calcium flux; active compounds read high; triggered by carbachol at its EC20. B-score at 10 µM. 0.45% of 310,000 active. AID 463165;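 active means B-score, a plate-corrected calcium signal, over three deviations above library mean, with baseline fluorescence within five deviations of library mean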;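 further: RGS4 expression induced by doxycycline in cells with stable M3 receptor; B-score is computed from the integrated fluorescence ratio over baseline after carbachol; higher B-score means a larger calcium signal and so more RGS4 inhibition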
Target sequence (P49798 whole entry, looked up): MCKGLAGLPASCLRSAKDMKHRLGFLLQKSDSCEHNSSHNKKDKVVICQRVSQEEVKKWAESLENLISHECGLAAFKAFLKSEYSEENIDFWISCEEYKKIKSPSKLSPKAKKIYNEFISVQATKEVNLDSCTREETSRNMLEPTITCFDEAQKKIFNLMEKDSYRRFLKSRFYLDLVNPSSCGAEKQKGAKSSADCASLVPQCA
KCNK9 inh: inhibitors of human KCNK9 two-pore domain potassium channel | Q9NPC2 | 1.2% of 310,000 active | B-score at 10 µM | AID 488922 | HEK293 KCNK9, FluxOR thallium flux fluorescence; active compounds read low;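 active means ratio B-score over 3 SD below the library mean, with starting fluorescence within 5 SD of its mean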;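 further: negative B-score means less thallium flux so channel inhibition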
Target sequence (Q9NPC2 whole entry, looked up, the tested form may be a part): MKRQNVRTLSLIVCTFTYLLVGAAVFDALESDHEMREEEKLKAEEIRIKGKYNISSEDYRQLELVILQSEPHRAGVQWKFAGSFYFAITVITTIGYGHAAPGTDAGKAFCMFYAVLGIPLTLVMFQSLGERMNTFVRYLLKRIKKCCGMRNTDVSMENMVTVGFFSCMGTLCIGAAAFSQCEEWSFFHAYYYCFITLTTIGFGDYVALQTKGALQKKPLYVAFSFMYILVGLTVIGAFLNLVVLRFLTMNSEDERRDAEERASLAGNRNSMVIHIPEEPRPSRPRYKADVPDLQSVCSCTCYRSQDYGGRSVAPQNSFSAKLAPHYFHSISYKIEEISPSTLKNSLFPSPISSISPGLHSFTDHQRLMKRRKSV
KCNQ1 act: potentiators or activators of human KCNQ1 potassium channel | AID 2648 | CHO-K1 KCNQ1, thallium flux FluxOR fluorescence; active compounds read high | B-score at 10 µM | 0.35% of 310,000 active | P51787;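 active means fluorescence ratio B-score, a plate-corrected score, at least three library SD, with initial intensity B-score within 5 SD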
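Assay system: CHO-K1 cells stably expressing KCNQ1. Medium: assay buffer for compound exposure, DMSO matched across wells. Timing: 37 °C overnight plating, 90-min dark dye load, 20-min compound pretreatment. Signal: kinetic FluxOR fluorescence, 10 s baseline plus 110 s post-stimulus.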
KCNK3 inh: human KCNK3 channel inhibition, primary screen; O14649; CHO-KCNK3 thallium flux, FluxOR fluorescence; active compounds read low; B-score at 10 µM; 0.84% of 340,000 active;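 active means B-score under library mean minus 4 SD, starting fluorescence ratio at most library mean plus 5 SD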;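 further: more negative B-score means stronger inhibition of thallium flux through KCNK3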
Target sequence (O14649 whole entry, looked up): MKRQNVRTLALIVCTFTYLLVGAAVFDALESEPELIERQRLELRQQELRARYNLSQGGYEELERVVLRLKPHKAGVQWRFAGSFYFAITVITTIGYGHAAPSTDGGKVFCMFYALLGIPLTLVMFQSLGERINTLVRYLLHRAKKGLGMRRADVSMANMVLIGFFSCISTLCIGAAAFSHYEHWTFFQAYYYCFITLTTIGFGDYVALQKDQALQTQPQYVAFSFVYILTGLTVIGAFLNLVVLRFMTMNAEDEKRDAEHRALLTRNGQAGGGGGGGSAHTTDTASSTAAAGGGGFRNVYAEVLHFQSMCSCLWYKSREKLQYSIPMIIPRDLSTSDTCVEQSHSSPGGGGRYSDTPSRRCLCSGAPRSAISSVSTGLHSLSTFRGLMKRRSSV
hERG protect: shields human hERG channel from block by proarrhythmic agents | Q12809 | CHO-hERG, FluxOR thallium flux, dofetilide IC70 present | activation (rescue from dofetilide block), less the hit threshold, % at 10 µM | 0.51% of 310,000 active | AID 1511;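 active means activation above the mean of controls blocked by dofetilide plus 5 SD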;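 further: thallium influx through hERG after potassium depolarization seen as dye fluorescence rise; in these data hits start at about 4.7%; inactives centre near -7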
GSK3B inh: blocks human GSK3beta kinase activity. P49841. GST-GSK3beta kinase, ADP-Glo luminescence, 60 min; active compounds read low. activity score (negative = inhibition), % at 10 µM. 0.038% of 300,000 active;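 active means more than half of replicate wells score below -50%, meaning over 50% inhibition versus plate controls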;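 further: 0% = median DMSO wells and -100% = median GW8510 positive control wells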
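Assay system: GST-tagged human GSK3beta kinase, cell-free; Input: 1.6 ng GSK3beta; Medium: Tris/MgCl2 kinase buffer; Timing: 60 min enzyme reaction, room temperature; Signal: ADP-Glo luminescence quantifying ADP generated by kinase; Evaluation: score relative to plate controls; Benchmarks: DMSO neutral wells and GW8510 at 20 µM as positive.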
RGS4 pot: potentiators or activators of RGS4 | HEK293 M3R/inducible RGS4, carbachol calcium flux Fluo4; active compounds read low | AID 463111 | 0.92% of 310,000 active | B-score at 10 µM;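 active means B-score of the integrated calcium signal more than 4 SD below the library mean, with starting fluorescence not abnormally high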;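 further: negative B-score means reduced calcium response which marks RGS4 activation or potentiation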
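Material: M3R-expressing HEK293 line, RGS4 induced by doxycycline | Schedule: Overnight RGS4 induction, 30 min dye load 37 °C, 20 min compound RT | Measured by: Fluo4 fluorescence kinetic imaging of calcium | Read-out: Integrated calcium ratio converted to B score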
KCNQ1 inh: human KCNQ1 channel inhibition; P51787; CHO-K1 KCNQ1, FluxOR thallium flux fluorescence; active compounds read high; B-score at 10 µM; 1.3% of 310,000 active; AID 2642;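 active means compounds whose thallium flux B-score, printed positive for inhibition, exceeds three library SD while starting fluorescence stays within three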;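 further: channel opened by potassium depolarization with thallium stimulus after 20 min compound exposure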
GSK3 alpha inh: human GSK-3 alpha kinase inhibition; inhibition, % at 10 µM; AID 2650; 0.1% of 320,000 active; ADP-Glo luminescence, 60 min; P49840;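 in the data active means inhibition above about 50%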;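 further: GST-tagged GSK-3 alpha with peptide substrate and 25 µM ATP; 0% = DMSO neutral wells and 100% = GW8510 positive control wells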
PolyA inh: inhibitors of polyadenylation in S. cerevisiae; S. cerevisiae SKY197-pL101 polyadenylation reporter, beta-gal luminescence; efflux-impaired pdr1/pdr3 knockout yeast; score 100 = 6 SD above DMSO; calls only at 12 µM; 0.02% of 300,000 active; AID 1875;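 active means lowest replicate activity score at least 50, where 100 means six control SD above control mean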;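 further: yeast exposed to compound for 9 h at 30 °C; higher score means more reporter readthrough which indicates perturbed polyadenylation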
Active calls of the source: *; i = inactive; · = no result given. A portion of the library, so the mix of outcomes need not match the whole.

SMILES	Dyrk1A ADPGlo	RGS4 block	KCNK9 inh	KCNQ1 act	KCNK3 inh	hERG protect	GSK3B inh	RGS4 pot	KCNQ1 inh	GSK3 alpha inh	PolyA inh
CCOC(=O)COc1ccccc1/C=C1\NC(=O)NC1=O	6.3	i	i	i	i	-5.9	-7.8	i	i	3.8	i
Nc1ccc(Nc2ccccc2)c(Cl)c1	-2.4	i	i	i	i	-8.2	-0.3	i	i	-0.3	i
CC(NC(=O)c1cc(-c2cccnc2)nc2ccc(Br)cc12)C1CCCO1 (configuration not stated)	0.6	i	i	i	i	-9.1	-1.0	i	i	-0.5	i
O=S(=O)(c1ccc(F)cc1)N1CCN=C1SCc1cccc(F)c1	-5.5	i	i	i	i	-8.4	-0.5	i	i	-4.0	i
CCOC(=O)c1c(NC(=O)/C=C/C(=O)O)sc(C)c1-c1ccc(Cl)cc1	23.4	i	i	i	i	-18.8	5.6	i	i	-4.0	i
CC1CCN(c2ccc3nnc(CCC(=O)Nc4cccc(F)c4)n3n2)CC1	-4.3	i	i	i	i	-14.3	2.4	i	i	-0.5	i
O=C(CSc1nnc(C2COc3ccccc3O2)o1)N1CCCc2ccccc21 (configuration not stated)	4.5	i	i	i	i	-8.7	-0.6	i	i	-3.5	i
COc1ccc(Br)cc1/C=N/n1nnnc1N	-8.9	i	i	i	i	-9.6	-9.9	i	i	-1.4	i
COc1ccccc1C1=NOC(COc2ccc3c(C)cc(=O)oc3c2)C1 (configuration not stated)	-3.1	i	i	i	i	-9.8	-3.2	i	i	-0.4	i
CCOC(=O)COc1ccc(S(=O)(=O)NCc2cccnc2)cc1	·	i	i	i	i	-2.0	0.7	i	i	-2.4	i
O=C(O)Cn1c(=O)c2c3c(sc2n(Cc2ccccc2)c1=O)CCCC3	-1.1	i	i	i	i	-4.2	-2.0	i	i	-6.7	i
COc1cccc2cc(C(=O)N3CCN(c4ccc(C)cc4C)CC3)c(=O)oc12	10.2	i	i	i	i	-13.9	1.0	i	i	-1.9	i
O=C(O)c1ccccc1C(=O)Nc1ccccc1NC(=O)c1ccccc1C(=O)O	·	i	i	i	i	-2.2	-1.8	i	i	-0.1	i
O=C(COC(=O)c1ccc(N2CCOCC2)c([N+](=O)[O-])c1)Nc1ccc2c(c1)OCO2	-0.7	i	i	i	i	-5.2	0.8	i	i	-0.5	i
COc1ccc(/C=C2\N=C(C)OC2=O)cc1OC	0.5	i	i	i	i	-6.0	-3.5	i	i	-4.2	i
Cc1cc2cc(CN(Cc3ccco3)S(=O)(=O)c3c(C)ccc4nsnc34)c(=O)[nH]c2cc1C	-0.8	i	i	i	i	-15.7	0.9	i	i	0.4	i
COc1c(CC=C(C)C)c(O)cc2oc(=O)c3c4ccc(O)cc4oc3c12	·	i	i	i	·	-9.8	-0.8	i	i	6.9	i
CC1CCN(C(=O)CCS(=O)(=O)c2cc3c(cc2Cl)NC(=O)CO3)CC1	-2.9	i	i	i	i	-6.4	0.3	i	i	-3.2	i
CN(/N=C/c1cc(Cl)cc(Cl)c1O)c1c(Cl)cccc1[N+](=O)[O-]	·	i	-13.3*	i	-11.3*	-4.6	4.1	i	i	4.0	i
Nc1c(C(=O)C2CC2)sc2nc(-c3cccs3)cc(C(F)(F)F)c12	·	i	i	i	i	-12.9	2.6	i	i	1.0	i
COc1ccc(NS(=O)(=O)c2cccc(C(=O)NNC(=O)c3cc(S(N)(=O)=O)ccc3OC)c2)cc1	-2.2	i	i	i	i	-8.0	2.9	i	i	·	·
NC(=O)CSc1nc2cc3c(cc2c(=O)n1CCCC(=O)NCc1ccc2c(c1)OCO2)OCO3	-6.0	i	i	i	i	-7.2	-0.5	i	i	6.2	i
Cn1c(=O)c2c(nc(SCCN3CCOCC3)n2Cc2cccc3ccccc23)n(C)c1=O	-1.2	i	i	i	i	-5.8	-2.2	i	i	0.2	i
FC(F)(F)c1cc(C(F)(F)F)c2ccc(N3CCN(c4ccccc4)CC3)nc2n1	-2.8	i	i	i	i	-15.3	1.0	i	i	-2.6	i
Cc1ccc(C(=O)/C=C/NCc2ccc(F)cc2)cc1	3.9	i	i	i	i	-11.8	5.7	i	i	-2.5	i
CCCCOc1ccc(N(CC(=O)NC2CCCCC2)C(=O)c2snc(C(N)=O)c2N)cc1	-1.8	i	i	i	i	-3.9	1.1	i	i	-2.7	i
CC(C)(C)NC(=O)CSc1nnc(-c2ccncc2)o1	10.2	i	i	i	i	-4.1	-5.5	i	i	0.1	i
O=c1cc(-c2cccc(Br)c2)oc2cccc(O)c12	-10.9	i	i	i	i	-6.1	7.1	i	i	-2.0	i
COc1ccc(Cl)cc1NC(=O)Cn1c(=O)oc2ccccc21	5.6	i	i	i	i	-3.7	2.4	i	i	-1.3	i
CN=c1scc(-c2cc(OC)ccc2OC)n1/N=C/c1c(C)[nH]c2ccccc12	1.8	i	i	i	i	-1.2	-0.3	i	i	·	i
CCn1c(SCC(=O)N2CCCCC2)nc2c1c(=O)n(C)c(=O)n2C	-2.0	i	i	i	i	-8.3	0.2	i	i	2.4	i
COc1ccc(N2CCN(S(=O)(=O)c3ccc(Cl)s3)CC2)cc1	4.0	i	i	i	i	-11.7	1.8	i	i	-1.0	i
CCn1nc(NC(=O)COC)c2cc3cccc(C)c3nc21	5.6	i	i	i	i	0.2	-3.2	i	i	-2.6	i
CC(C)(C)c1ccc(-c2ccc3c(c2)S(=O)(=O)c2ccccc2C3=O)cc1	-13.5	i	i	i	i	-4.7	-0.3	i	i	-4.6	i
Cc1cc(NC(=O)/C=C/c2cccc(F)c2)n(-c2nc3ccccc3[nH]2)n1	-2.0	i	i	i	i	-8.6	-28.5	i	i	0.1	i
Cc1cc(CNC(=O)C2CCC(=O)N(CCc3cccc(F)c3)C2)on1 (configuration not stated)	-2.7	i	i	i	i	-5.0	2.4	i	i	0.1	i
CCOc1ccc(N(CC(=O)NCc2ccccc2)S(=O)(=O)c2ccc(C)cc2)cc1	4.1	i	i	i	i	-6.4	-1.2	i	i	-0.9	i
COc1ccc(OCCCC(=O)Nc2ccc3c(c2)OCO3)cc1	-1.1	i	i	i	i	-0.7	0.0	i	i	0.0	i
CN(CC(=O)Nc1ccc(F)cc1)C(=O)C1CCN(S(=O)(=O)c2ccc3c(c2)OCCO3)CC1	12.0	i	i	i	i	-3.8	4.7	i	i	-1.2	i
COc1ccccc1-c1coc2c(CN3CCOCC3)c(O)ccc2c1=O	1.9	i	i	i	i	-6.2	-5.5	i	i	-0.5	i
O=C(Cn1nc(-c2ccccc2)c2ccccc2c1=O)Nc1cccc(O)c1	-4.6	i	i	i	i	-9.3	0.0	i	i	1.4	i
CC(C)(C)Nc1c2ccccc2nc2ccccc12	17.3	i	i	i	i	-8.0	0.9	i	i	-3.6	i
CCC(C)[C@H](NC(=O)NC1CCN(Cc2ccccc2)CC1)C(=O)OC (some centres not stated)	1.2	i	i	i	i	-9.7	3.9	i	i	-3.2	i
O=C([C@@H]1CC=C[C@@H]2CCN(C3CCCCC3)C(=O)[C@@H]21)N1CCN(c2ccccc2)CC1	5.2	i	i	i	i	-4.9	2.8	i	i	-1.2	i
COc1ccc2c(=O)c(Oc3ccc(C(=O)O)cc3)c(C(F)(F)F)oc2c1	4.3	i	i	i	i	-3.5	-0.2	i	i	0.0	i
CCOC(=O)C1(P(=O)(c2ccccc2)c2ccccc2)CCC1	1.1	i	i	i	i	-5.6	2.4	i	i	1.6	i
O=C(CCCN1C(=O)/C(=C/c2cccs2)SC1=S)Nc1ccccn1	-0.7	i	i	i	i	-6.4	2.3	i	i	-0.7	i
CCN(CC)S(=O)(=O)c1cccc(-c2n[nH]c(=S)n2/N=C/c2ccc(C(=O)OC)cc2)c1	-10.8	i	i	i	i	-10.5	-2.5	i	i	-0.2	i
Cc1cccc(N(C(=O)Nc2ccccc2)C2=NCC(C)S2)c1 (configuration not stated)	5.7	i	i	i	i	-4.4	-0.9	i	i	-1.9	·

Shown with bars between the fields: entries from further up
Molecule | Dyrk1A ADPGlo | RGS4 block | KCNK9 inh | KCNQ1 act | KCNK3 inh | hERG protect | GSK3B inh | RGS4 pot | KCNQ1 inh | GSK3 alpha inh | PolyA inh
CC(C)(C)Nc1c2ccccc2nc2ccccc12 | 17.3 | i | i | i | i | -8.0 | 0.9 | i | i | -3.6 | i
CCC(C)[C@H](NC(=O)NC1CCN(Cc2ccccc2)CC1)C(=O)OC (some centres not stated) | 1.2 | i | i | i | i | -9.7 | 3.9 | i | i | -3.2 | i
O=C([C@@H]1CC=C[C@@H]2CCN(C3CCCCC3)C(=O)[C@@H]21)N1CCN(c2ccccc2)CC1 | 5.2 | i | i | i | i | -4.9 | 2.8 | i | i | -1.2 | i
COc1ccc2c(=O)c(Oc3ccc(C(=O)O)cc3)c(C(F)(F)F)oc2c1 | 4.3 | i | i | i | i | -3.5 | -0.2 | i | i | 0.0 | i
CCOC(=O)C1(P(=O)(c2ccccc2)c2ccccc2)CCC1 | 1.1 | i | i | i | i | -5.6 | 2.4 | i | i | 1.6 | i
O=C(CCCN1C(=O)/C(=C/c2cccs2)SC1=S)Nc1ccccn1 | -0.7 | i | i | i | i | -6.4 | 2.3 | i | i | -0.7 | i
CCN(CC)S(=O)(=O)c1cccc(-c2n[nH]c(=S)n2/N=C/c2ccc(C(=O)OC)cc2)c1 | -10.8 | i | i | i | i | -10.5 | -2.5 | i | i | -0.2 | i
Cc1cccc(N(C(=O)Nc2ccccc2)C2=NCC(C)S2)c1 (configuration not stated) | 5.7 | i | i | i | i | -4.4 | -0.9 | i | i | -1.9 | ·
